AID inhibitor = inhibitors of human activation induced cytidine deaminase. Q9GZX7. AID deamination FRET fluorescence, UDG-coupled, 4 h. Potency, µM (doses to about 115 µM), for the others: at the top dose activity change, negative = inhibition, most hits filed as inhibitors. actives 0.32% (n = 91,000); further: nearly all actives have a fitted effect of over 25% in size
Target sequence (Q9GZX7 whole entry, looked up): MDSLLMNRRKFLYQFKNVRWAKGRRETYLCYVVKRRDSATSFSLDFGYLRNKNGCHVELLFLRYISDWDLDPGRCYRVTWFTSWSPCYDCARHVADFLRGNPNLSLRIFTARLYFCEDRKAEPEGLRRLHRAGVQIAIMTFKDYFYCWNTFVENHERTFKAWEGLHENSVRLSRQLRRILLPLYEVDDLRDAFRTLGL
UDG counterscr = UDG inhibition counter-screen; FRET deamination/UDG coupled assay, UDG read, 4 h; Potency, µM (titrated, usually from 115 µM), inactives show top-dose activity change, negative = inhibition, most hits filed as inhibitors; actives 0.14% (n = 91,000); further: nearly all actives have a fitted effect of over 65% in size
An asterisk follows results filed as active; [ ] = dose if it differs, or a comment. The call rests on the fitted dose curve; in most records, active means well fitted curve in the direction sought with a large enough effect; inconclusive means small, poorly fitted or top-dose-only effect, or another doubt; inactive means no such curve, though single readings can be large; an effect the other way counts as inactive or inconclusive. On the % scale 0 is the no-effect control and ±100 the full control effect; potency means the concentration at half of the fitted maximal effect. Only part of the results is shown; rates above refer to the full screens.

COc1cccc(OC)c1OCCNCC1COc2ccccc2O1 (stereo not drawn) was read as AID inhibitor 1% and UDG counterscr -4%.
Screening COc1ccc(NC(=O)CSc2c3c(nc4ccccc24)CCC3)c(OC)c1 returned AID inhibitor 4% and UDG counterscr -1%.
`COc1ccc(-c2nc(CS(=O)CC(=O)NCCc3ccc(Cl)cc3)c(C)o2)cc1OC` (stereo not drawn) gave AID inhibitor -7% and UDG counterscr 11%.
`CCOc1ccc(Nc2c(S(=O)(=O)c3ccccc3)cnc3ccccc23)cc1` gave AID inhibitor inconclusive and UDG counterscr -18%.
For COc1cc(OC)c(C(=O)OCC(=O)Nc2ccccc2)cc1OC the results were AID inhibitor 3% and UDG counterscr 1%.
For O=C(Cc1ccc(F)cc1)N1CCN(c2ncnc3c2nnn3-c2ccc(F)cc2)CC1 the results were AID inhibitor -25% and UDG counterscr 5%.
`N#Cc1nc(-c2ccccc2F)oc1N1CCCC1` gave AID inhibitor -7% and UDG counterscr -7%.
Screening CCCCN(C)CCCNC(=O)c1ccc2nc(N3CCCCC3)sc2c1 returned AID inhibitor -29% and UDG counterscr 3%.
O=C(NC12CC3CC(CC(C3)C1)C2)C(F)(F)F was read as AID inhibitor 4% and UDG counterscr 1%.
`COc1ccc(NC(=O)CN(Cc2ccccc2)S(=O)(=O)c2ccc(C)cc2)cc1Cl` gave AID inhibitor -22% and UDG counterscr 89µM*.
For COc1cccc(NC(=O)Cn2cc(C(=O)c3ccc(C)cc3)c(=O)c3cc(OC)ccc32)c1 the results were AID inhibitor inconclusive and UDG counterscr -8%.
For O=C(CCC1CCCC1)Nc1cccnc1 the results were AID inhibitor -5% and UDG counterscr -2%.
Cc1ccccc1C1C2=C(CC(C)(C)CC2=O)OC2=C1C(=O)CC(C)(C)C2 was read as AID inhibitor -6% and UDG counterscr 4%.
COCCNC(=O)c1ccccc1NC(=O)c1nsc2ccccc12 was read as AID inhibitor -3% and UDG counterscr -5%.
`O=C(/C=C/Nc1ccc(Cl)c(C(F)(F)F)c1)c1ccc(Cl)cc1` gave AID inhibitor inconclusive and UDG counterscr inconclusive.
Screening Cc1cc(C)c2oc(=O)cc(-c3cc4ccccc4o3)c2c1 returned AID inhibitor 0% and UDG counterscr 6%.
Screening COc1ccccc1CNC(=O)c1cnn2c(C)c(Cc3ccc(F)cc3)c(C)nc12 returned AID inhibitor inconclusive and UDG counterscr -16%.
CCCOc1ccc(S(=O)(=O)NCCO)cc1 was read as AID inhibitor -4% and UDG counterscr 3%.
For COc1ccc(CCNC(=O)NCc2noc3ccccc23)c(OC)c1 the results were AID inhibitor 10% and UDG counterscr 5%.
Screening CCCc1c(C)nc2ncnn2c1Nc1ccc(C)c(C)c1 returned AID inhibitor -6% and UDG counterscr -5%.
Screening OCc1nc2ccccc2n1Cc1c(F)cccc1Cl returned AID inhibitor inconclusive and UDG counterscr -2%[57.5 µM].
`CCC(C(=O)N1CCN(c2ccccc2)CC1)n1c(C)c2cnn(-c3ccccc3)c(=O)c2c1C` (stereo not drawn) gave AID inhibitor 97%[activator] and UDG counterscr -6%.
Screening Cc1cccc(CCn2c(=O)c3ccccc3n(Cc3ccccc3C)c2=O)c1 returned AID inhibitor 14% and UDG counterscr 0%.
Screening O=C(O)c1ccc(Nc2ncnc3scc(-c4ccccc4)c23)cc1 returned AID inhibitor -6% and UDG counterscr 4%.

Brought forward from above: 4 compounds, followed by the next part.
Screening OCc1nc2ccccc2n1Cc1c(F)cccc1Cl returned AID inhibitor inconclusive and UDG counterscr -2%[57.5 µM].
`CCC(C(=O)N1CCN(c2ccccc2)CC1)n1c(C)c2cnn(-c3ccccc3)c(=O)c2c1C` (stereo not drawn) gave AID inhibitor 97%[activator] and UDG counterscr -6%.
Screening Cc1cccc(CCn2c(=O)c3ccccc3n(Cc3ccccc3C)c2=O)c1 returned AID inhibitor 14% and UDG counterscr 0%.
Screening O=C(O)c1ccc(Nc2ncnc3scc(-c4ccccc4)c23)cc1 returned AID inhibitor -6% and UDG counterscr 4%.
For COc1ccc(CNC(=O)C2CCN(S(=O)(=O)c3ccc4nc5c(c(C(=O)O)c4c3)CCCC5)CC2)cc1 the results were AID inhibitor 45%[activator] and UDG counterscr -1%.
Screening COc1ccc(C)cc1NC(=O)N(C(C)C)C1CCN(C(C)=O)CC1 returned AID inhibitor -16% and UDG counterscr 3%.
`CCc1ccccc1N1CC(c2nnc(NC(=O)c3ccco3)s2)CC1=O` (stereo not drawn) gave AID inhibitor -7% and UDG counterscr -1%.
Screening CCc1ccc(OC(C)c2nc(-c3ccc(-n4cccc4)cc3)no2)cc1 (stereo not drawn) returned AID inhibitor -24% and UDG counterscr -1%.
For O=C(O)CN1CCOCC1 the results were AID inhibitor 2% and UDG counterscr 4%.
Cc1ccc(C)c(NC(=O)c2cc(S(=O)(=O)N3CCCc4ccccc43)ccc2F)c1 was read as AID inhibitor inconclusive and UDG counterscr -14%.
For Cc1nc2c(cc(O)c3ccsc32)s1 the results were AID inhibitor 4% and UDG counterscr -24%.
Screening CCN(CCCNC(=O)c1cc2cc3cc(C)ccc3nc2s1)c1cccc(C)c1 returned AID inhibitor 21% and UDG counterscr 12%.
Cc1[nH]c(SCC(=O)NCC2(c3ccccc3)CC2)nc1Cc1ccccc1 was read as AID inhibitor -6% and UDG counterscr -7%.
Screening N#CCOC(=O)c1cc(-c2cccs2)nc2ccccc12 returned AID inhibitor 2% and UDG counterscr 7%.
For COc1c(Cl)cc(Cl)cc1CNC12CC3CC(CC(C3)C1)C2 the results were AID inhibitor -4% and UDG counterscr -3%.
`CSc1ccc(/C=C(/C#N)C(=O)NC2CCCC2)cc1` gave AID inhibitor -11% and UDG counterscr -3%.
CC(C)(C)c1ccc(Oc2ccc(C#N)c(C#N)c2)cc1 was read as AID inhibitor -13% and UDG counterscr -9%.
For Cc1ccccc1OCC(=O)Nc1c(C(=O)Nc2ccccc2F)oc2ccccc12 the results were AID inhibitor 1% and UDG counterscr 4%.
COC(=O)c1ccccc1-c1ccc(/C=C(\C#N)c2nc3ccccc3[nH]2)o1 was read as AID inhibitor 26% and UDG counterscr -3%.
For O=C(NCC1(N2CCOCC2)CCSC1)Nc1ccccc1F (stereo not drawn) the results were AID inhibitor -10% and UDG counterscr 1%.
Screening Cc1cc(-c2ccc(C)c(S(=O)(=O)Nc3cccc(C#N)c3)c2)on1 returned AID inhibitor -1% and UDG counterscr -7%.
Screening O=C(Cn1c(=O)c2c(ncn2C2CCCC2)n(Cc2ccccc2)c1=O)NCc1ccc(Cl)cc1 returned AID inhibitor 32%[activator] and UDG counterscr 7%.
CCc1ccc(NC(=O)Cn2nnc(C(=O)Nc3ccc(F)cc3)c2N)cc1 was read as AID inhibitor -7% and UDG counterscr 10%.
`CC1CCN(c2nc3c(s2)c(=O)n(C(C)C)c(=O)n3CC(=O)Nc2cccc(Cl)c2)CC1` gave AID inhibitor -12% and UDG counterscr -23%.
For O=C(Nc1cccc(Br)c1)c1cc(S(=O)(=O)N2CCCCC2)c[nH]1 the results were AID inhibitor 1% and UDG counterscr 1%.
For CC(C)Sc1ccc(Cl)nn1 the results were AID inhibitor 0% and UDG counterscr -1%.
For CCN(CC)S(=O)(=O)c1cccc(C(=O)Nc2ccccc2C(=O)Nc2ccc(Cl)cc2)c1 the results were AID inhibitor 2% and UDG counterscr -1%.
For Cc1ccc(CN(C)C(=O)c2cc3ccc(C(C)C)cc3[nH]2)o1 the results were AID inhibitor -13% and UDG counterscr -4%.
Screening CC(CN1CCOCC1)C(=O)O (stereo not drawn) returned AID inhibitor 3% and UDG counterscr -1%.
`CC(C)c1ccc(NC(=O)c2cc(S(=O)(=O)NCCc3ccccc3)ccc2F)cc1` gave AID inhibitor inconclusive and UDG counterscr -7%.
`O=C(Nc1nnc(C2CC2)s1)c1cc(-c2ccncc2)nc2ccccc12` gave AID inhibitor -6% and UDG counterscr -2%.
`CCc1sc(Nc2cccc(C)c2C)nc1-c1cc2cccc(OC)c2oc1=O` gave AID inhibitor -5% and UDG counterscr 6%.
`CC(=O)c1cccc(NC(=O)C2(c3ccccc3)CCCC2)c1` gave AID inhibitor -9% and UDG counterscr -10%.
`COc1ccc2oc(-c3ccc(C)c(NC(=O)c4ccc(-c5ccccc5[N+](=O)[O-])o4)c3)nc2c1` gave AID inhibitor 41%[activator] and UDG counterscr 5%.
Screening COc1ccc(OC)c(CCNC(=O)c2cc3c(=O)oc4ccc(C)cc4c3s2)c1 returned AID inhibitor -5% and UDG counterscr -4%.
`CCCN(CCC)CCNC(=O)C1CCN(c2nc3ccc(CC)cc3s2)CC1` gave AID inhibitor inconclusive and UDG counterscr -11%.
For COC(=O)c1c(C)[nH]c(C)c1C(=O)c1ccccc1Cc1ccccc1 the results were AID inhibitor -12% and UDG counterscr 4%.
For COc1ccc(NC(=O)c2ccco2)cc1NC(=O)c1cc(OC)c(OC)c(OC)c1 the results were AID inhibitor 2% and UDG counterscr inconclusive.
For O=C1C=C(NCCc2ccc(Cl)cc2)C2(CCCCC2)O1 the results were AID inhibitor -3% and UDG counterscr -8%.
CCCCn1c(=O)n(CC(C#N)CCC#N)c(=O)c2c1nc(CO)n2CCC (stereo not drawn) was read as AID inhibitor -1% and UDG counterscr -5%.

Reprinted from the part before: four compounds, then new ones.
For COC(=O)c1c(C)[nH]c(C)c1C(=O)c1ccccc1Cc1ccccc1 the results were AID inhibitor -12% and UDG counterscr 4%.
For COc1ccc(NC(=O)c2ccco2)cc1NC(=O)c1cc(OC)c(OC)c(OC)c1 the results were AID inhibitor 2% and UDG counterscr inconclusive.
For O=C1C=C(NCCc2ccc(Cl)cc2)C2(CCCCC2)O1 the results were AID inhibitor -3% and UDG counterscr -8%.
CCCCn1c(=O)n(CC(C#N)CCC#N)c(=O)c2c1nc(CO)n2CCC (stereo not drawn) was read as AID inhibitor -1% and UDG counterscr -5%.
Screening O=C(Nc1ccc(Cl)cc1Cl)c1ccccc1-c1ccccc1 returned AID inhibitor -2% and UDG counterscr -3%.
CCNC(=O)C1CCN(CC(C)C)CC1 was read as AID inhibitor 2% and UDG counterscr 8%.
Screening Cc1ccc(S(=O)(=O)N(Cc2ccc(C#N)cc2)c2nc3nc(C)cc(C)n3n2)cc1 returned AID inhibitor -13% and UDG counterscr -3%.
For O=[N+]([O-])c1cc(-c2nc(-c3ccccc3)no2)ccc1N1CCCCC1 the results were AID inhibitor 15% and UDG counterscr inconclusive.
`O=C(O)C(c1c[nH]c2ccc(Br)cc12)N1CCN(c2nsc3ccccc23)CC1` (stereo not drawn) gave AID inhibitor 0% and UDG counterscr -4%.
For COc1cc(NC(=O)Cn2c(C)cc(C)c(C#N)c2=O)cc(OC)c1 the results were AID inhibitor -2% and UDG counterscr 6%.
`O=C(Nc1ccc(F)cc1)C(Sc1ccccn1)c1ccccc1` (stereo not drawn) gave AID inhibitor -2% and UDG counterscr 5%.
Cc1cc(C)cc(NC(=O)c2cc(C)nc3ccccc23)c1 was read as AID inhibitor 6% and UDG counterscr -3%.
For O=C(O)CCC(=O)c1cccs1 the results were AID inhibitor 7% and UDG counterscr -2%.
`Fc1ccc(CNC(=S)NCCc2ccc(Cl)cc2)cc1` gave AID inhibitor -15% and UDG counterscr -4%.
COc1cccc(C2=NN(C(C)=O)C(c3cn(-c4ccccc4)nc3-c3cccs3)C2)c1 (stereo not drawn) was read as AID inhibitor 0% and UDG counterscr 6%.
O=C(Nc1ccccc1F)c1ccc(Cn2nc(N3CCN(c4ccccc4)CC3)ccc2=O)o1 was read as AID inhibitor 43%[activator] and UDG counterscr 12%.
COC(=O)c1[nH]c2ccccc2c1NC(=O)CCC1CCCC1 was read as AID inhibitor 10% and UDG counterscr 10%.
Screening CC(NC(=S)NNC=O)c1ccccc1 (stereo not drawn) returned AID inhibitor 0% and UDG counterscr -2%.
`Cc1cc(F)ccc1NC(=O)c1sc2nc(-c3cccs3)ccc2c1N` gave AID inhibitor 87%[activator] and UDG counterscr -3%.
CCCCCNC(=O)c1ccc2c(c1)nc(C)n2-c1cccc(C)c1 was read as AID inhibitor -14% and UDG counterscr 6%.
Cc1cccc(NC(=O)C(C#N)C(=O)CCc2ccccc2)c1 (stereo not drawn) was read as AID inhibitor -11% and UDG counterscr 8%.
Screening CSc1nnc2[nH]c(=O)cc(C)n12 returned AID inhibitor 4% and UDG counterscr 0%.
Screening COc1ccc(OC)c(-c2cc3ccc(O)cc3oc2=O)c1 returned AID inhibitor -11% and UDG counterscr -6%.
`Cc1c(C(=O)NCc2ccccc2Cl)sc2nc(-c3ccc(F)cc3)cn12` gave AID inhibitor -19% and UDG counterscr -4%.
`Nc1nccnc1C(=O)NCC#Cc1cccc(C(F)(F)F)c1` gave AID inhibitor -1% and UDG counterscr -4%.
Screening Cc1cc(C)nc(Nc2nc(-c3ccccc3)c3ccccc3n2)n1 returned AID inhibitor -3% and UDG counterscr -7%.
`O=C(CSc1nc2c([nH]c3ccccc32)c(=O)n1-c1ccccc1F)Nc1cccc(Cl)c1` gave AID inhibitor inconclusive and UDG counterscr -12%.
Screening Cc1ccc(N(Cc2ccccc2)C(=O)c2cccs2)cc1 returned AID inhibitor -16% and UDG counterscr -7%.
Screening COc1ccc(NC(=O)CCn2cnnn2)cc1 returned AID inhibitor 3% and UDG counterscr 3%.
Cc1nc(NC(=O)C(C)Sc2nnc(-c3ccccc3F)n2C(C)C)sc1C (stereo not drawn) was read as AID inhibitor -13% and UDG counterscr 0%.
COCCn1c(SC(C)C(=O)c2ccc(C(C)(C)C)cc2)nnc1-c1ccccc1 (stereo not drawn) was read as AID inhibitor -18% and UDG counterscr -9%.
Screening CN(C)c1ccc(C(=O)/C=C/c2cccs2)cc1 returned AID inhibitor -8% and UDG counterscr -5%.
O=C(Cn1cc(SCc2ccc(C(F)(F)F)cc2)c2ccccc21)N1CCCCC1 was read as AID inhibitor 1% and UDG counterscr -11%.
`Cn1c(C(=O)NCc2ccccc2Cl)cc2sc(Cl)cc21` gave AID inhibitor inconclusive and UDG counterscr -17%.
